Bioassay records (PubChem BioAssay)
NR2E3 ag-1: NR2E3 (human) agonism | Q9Y5X4 | GST-NR2E3/biotin-RetCOR TR-FRET, 1536-well | inhibition of corepressor binding, % at 4.78 µM | AID 2300 | hit rate 0.12% among 320,000;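 active = percent inhibition above the cutoff of mean plus 3 SD of all tested compounds, set per screening campaign, cut at about 20% in these data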;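 note: 0% = DMSO wells and 100% = biotin wells as full block of FRET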
Target sequence (Q9Y5X4 whole entry, looked up): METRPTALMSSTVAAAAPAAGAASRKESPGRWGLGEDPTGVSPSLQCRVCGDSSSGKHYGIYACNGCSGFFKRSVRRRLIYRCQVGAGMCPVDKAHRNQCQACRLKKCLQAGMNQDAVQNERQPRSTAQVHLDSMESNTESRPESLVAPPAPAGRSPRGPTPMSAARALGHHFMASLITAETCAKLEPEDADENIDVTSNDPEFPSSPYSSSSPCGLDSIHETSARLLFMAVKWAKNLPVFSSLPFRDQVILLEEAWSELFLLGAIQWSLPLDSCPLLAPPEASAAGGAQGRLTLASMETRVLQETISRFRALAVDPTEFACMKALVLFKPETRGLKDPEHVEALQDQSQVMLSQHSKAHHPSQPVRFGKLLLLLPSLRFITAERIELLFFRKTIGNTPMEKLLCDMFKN
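Material: NR2E3–RetCOR corepressor complex / Amount: 1.35 nM GST-NR2E3 / Medium: Tris pH 7.5 / Compound: single nominal compound dose of 4.8 µM / Incubation: 5 h at 4 °C / Technique: TR-FRET, Eu(K)-anti-GST donor, streptavidin-D2 acceptor, ex 340, em 617/671 nm / Read-out basis: percent loss of FRET ratio relative to control wells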
hiPSC survival: increases survival of single human iPS cells; hiPSC single-cell survival, ATPlite luminescence; 100% = ROCK inhibitor wells, 0% = DMSO; survival enhancement, % at 20 µM; hit rate 0.044% among 360,000; AID 602274; in the data active = survival enhancement above about 18%;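 note: cells exposed to compounds for 16 hours before the ATP read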
PDI inh: inhibitors of human protein disulfide isomerase. P07237. inhibition, % at 10 µM. AID 588391. hit rate 0.052% among 350,000. PDI insulin aggregation turbidity, A650, 90 min;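 active = mean inhibition across replicates of 30% or more, whatever share of single replicates reach that level; inconclusive = mean inhibition below 30% while every single replicate reaches 30%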;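 note: absorbance from insulin aggregation driven by PDI reduction with DTT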
Target sequence (P07237 whole entry, looked up): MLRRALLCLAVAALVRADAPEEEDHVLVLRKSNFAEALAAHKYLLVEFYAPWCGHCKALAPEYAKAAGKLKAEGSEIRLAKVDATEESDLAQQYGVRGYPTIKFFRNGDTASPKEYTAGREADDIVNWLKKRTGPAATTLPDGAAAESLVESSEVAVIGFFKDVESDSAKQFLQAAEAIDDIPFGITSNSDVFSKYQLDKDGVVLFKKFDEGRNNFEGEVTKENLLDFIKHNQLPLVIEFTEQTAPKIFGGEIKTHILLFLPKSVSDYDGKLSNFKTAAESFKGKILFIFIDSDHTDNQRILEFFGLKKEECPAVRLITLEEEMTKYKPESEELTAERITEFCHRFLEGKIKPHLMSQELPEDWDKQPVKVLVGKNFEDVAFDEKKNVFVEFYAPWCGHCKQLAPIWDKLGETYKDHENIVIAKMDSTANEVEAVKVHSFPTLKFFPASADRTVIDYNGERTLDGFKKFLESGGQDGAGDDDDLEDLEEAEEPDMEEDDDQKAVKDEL
Vif imaging: HIV Vif inhibition. HEK293T cells, Vif self-association by quenched fluorescence, imaging, 24 h. inhibition, % at 7.49 µM. hit rate 0.35% among 340,000. AID 602346; in the data active = inhibition above about 50%, passing the limit was not always enough; inconclusive = no clear call, values can overlap the other calls; inactive = below about 31%; note: some results filed as inactive read as strong as hits
HIF-2a block: HIF-2a inhibition; 786-0 RCC cells HIF-2a reporter, luciferase luminescence, overnight; inhibition, % at 18.8 µM; hit rate 0.72% among 360,000;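 active = inhibition of the luminescence signal of 40% or more relative to plate controls, in a single-dose primary screen at 18.75 µM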
Peg3 promoter: inhibitors of Peg3 promoter. inhibition, % at 20 µM. HeLa PEG-Prom luciferase reporter, luminescence, overnight. hit rate 1.7% among 360,000;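 active = inhibition of at least 50% at 20 µM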
MITF TRPM1 inh: inhibitors of MITF-driven TRPM1 promoter in melanoma cells; SK-MEL-5 TRPM1 promoter luciferase, 24 h; inhibition, % at 12.5 µM; hit rate 0.83% among 330,000; AID 488899;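 active = mean inhibition across replicates of 60% or more, whatever share of single replicates reaches that level; inconclusive = some that reach 60%, reason not given; inactive = mean inhibition across replicates below 60%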; note: values of inactives mirror those of a sister screen read the other way
Granule exo inh: blocks lytic granule exocytosis; TALL-104 LAMP-1 surface exposure, flow cytometry; cells stimulated with thapsigargin and PMA; hit rate 0.66% among 360,000; inhibition, % at 10 µM;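 active = inhibition above about 55%, limit read from the data; inconclusive = no clear call, values can overlap the other calls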
CaV13 FRET inh: Primary screen for inhibitors of IQ motif and Ca2+-dependent inactivation inhibitor domain binding in CACNA1D, Förster resonance energy transfer in living cells, … | hit rate 0.098% among 340,000 | AID 743397 | inhibition, % at 12.3 µM | HEK cells, CFP/YFP FRET ICDI-IQ, plate reader, 10 min; percent FRET-ratio fall versus neutral wells;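 active = mean replicate inhibition of at least 30% and at least 1% of replicates passing that level; inconclusive = only one of the two criteria is met; inactive = neither criterion is met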;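 note: 0% = median of the neutral control wells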
NR2E3 ag-2: activates human NR2E3 receptor; CHO-S Gal4-NCOR/VP16-NR2E3 two-hybrid, luciferase; hit rate 0.35% among 360,000; inhibition of corepressor binding, % at 3.98 µM; AID 602229; Q9Y5X4;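 active = inhibition above the mean of all tested compounds plus 3 SD, cut at about 70% in these data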;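 note: 0% = DMSO with NR2E3 transfected cells and 100% = cells lacking NR2E3 construct; higher means lower luciferase signal from less NR2E3 corepressor binding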
aDG glyco act: alpha-DG glycosylation activation | Pro5-aDG cells, alpha-DG glycosylation AlphaScreen (IIH6); 0% Pro5, 100% B10-LARGE cell signal | activation, % at 10 µM | hit rate 0.22% among 360,000;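 active = activation of at least 8% versus controls, or a plate z-score of at least 8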;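 note: Pro5 are CHO cells carrying HIG-tagged alpha-DG that lacks glycosylation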
The depositor's hits bear a star; ? = inconclusive; / = not tested or not shown.

Each structure is followed by: NR2E3 ag-1	hiPSC survival	PDI inh	Vif imaging	HIF-2a block	Peg3 promoter	MITF TRPM1 inh	Granule exo inh	CaV13 FRET inh	NR2E3 ag-2	aDG glyco act
- CCN(C(=O)COC(=O)CCS(=O)(=O)c1ccccc1)c1c(N)n(Cc2ccccc2)c(=O)[nH]c1=O
    /	-1.1	4	1	13	-9	/	4	-3	2	0.0
- CCC1CCC(C(=O)NNC(=O)c2cc(-c3ccco3)[nH]n2)CC1 (configuration not stated)
    4	-0.2	-6	3	17	12	3	-2	-21	4	0.0
- CCOC(=O)c1c(C)n(CCNC(C)=O)c2ccc(OC)cc12
    1	0.5	-4	/	9	2	8	1	-2	-32	-0.2
- COc1ccc(NC2=CC(c3ccc(F)cc3)N(c3ccc(OC)cc3)C2=O)cc1 (configuration not stated)
    -1	-1.5	25	-2	-7	4	-7	2	-5	3	-0.1
- Cc1cnc(C(=O)Oc2cccc(Cl)c2Cl)cn1
    0	0.3	15	-8	4	4	17	-9	-4	3	0.0
- COc1ccc(/C=C(\NC(=O)c2ccco2)C(=O)NC(Cc2ccccc2)C(=O)O)cc1 (configuration not stated)
    -1	-0.5	21	20	8	13	-2	-10	-5	-3	0.0
- O=C(/C=C/c1ccccc1[N+](=O)[O-])OCC(=O)N1CCCC1
    5	-0.5	-2	3	-16	-6	42	-3	-5	5	0.3
- CS(=O)(=O)NCCn1ccc2ccccc21
    5	-1.0	4	3	21	20	-10	0	7	-5	0.2
- CC[C@]12C(=O)N(C)C[C@H]([C@@H]3C(=O)N(C)C(=O)[C@@H]31)N2C(=O)c1ccccc1
    /	-4.2	-10	0	12	-4	7	11	-5	-2	-0.3
- COc1ccc(N2CC(C(=O)Nc3nnc(SCC(=O)N4CCCC4)s3)CC2=O)cc1 (configuration not stated)
    3	-0.3	-2	-4	4	5	6	-4	-6	1	0.1

Quoted at random: six records from the list, in no set order.
Each structure is followed by: NR2E3 ag-1	hiPSC survival	PDI inh	Vif imaging	HIF-2a block	Peg3 promoter	MITF TRPM1 inh	Granule exo inh	CaV13 FRET inh	NR2E3 ag-2	aDG glyco act
- CS(=O)(=O)NCCn1ccc2ccccc21
    5	-1.0	4	3	21	20	-10	0	7	-5	0.2
- COc1ccc(NC2=CC(c3ccc(F)cc3)N(c3ccc(OC)cc3)C2=O)cc1 (configuration not stated)
    -1	-1.5	25	-2	-7	4	-7	2	-5	3	-0.1
- CCOC(=O)c1c(C)n(CCNC(C)=O)c2ccc(OC)cc12
    1	0.5	-4	/	9	2	8	1	-2	-32	-0.2
- O=C(/C=C/c1ccccc1[N+](=O)[O-])OCC(=O)N1CCCC1
    5	-0.5	-2	3	-16	-6	42	-3	-5	5	0.3
- COc1ccc(N2CC(C(=O)Nc3nnc(SCC(=O)N4CCCC4)s3)CC2=O)cc1 (configuration not stated)
    3	-0.3	-2	-4	4	5	6	-4	-6	1	0.1
- CC[C@]12C(=O)N(C)C[C@H]([C@@H]3C(=O)N(C)C(=O)[C@@H]31)N2C(=O)c1ccccc1
    /	-4.2	-10	0	12	-4	7	11	-5	-2	-0.3

Other results follow.
Each structure is followed by: NR2E3 ag-1	hiPSC survival	PDI inh	Vif imaging	HIF-2a block	Peg3 promoter	MITF TRPM1 inh	Granule exo inh	CaV13 FRET inh	NR2E3 ag-2	aDG glyco act
- N#Cc1cc(-c2ccccc2)cnc1Sc1ccccc1
    5	3.6	2	13	-109	-50	-49	0	-8	-12	0.0
- CC1CCc2c(sc(NC(=O)COC(=O)c3ccc(NC(=O)CC#N)cc3)c2C#N)C1 (configuration not stated)
    -5	0.0	-8	36	-51	-83	-9	2	-6	23	-0.1
- COc1ccc(NC2CCCN(C(=O)c3cccc(N4CCNC4=O)c3)C2)cc1 (configuration not stated)
    -1	0.2	-26	-2	-6	7	1	13	-7	-16	0.2
- NNC(=O)c1nc2ccccc2s1
    /	-1.5	-6	9	-139	-126	/	10	-5	-76	-0.2
- O=C(c1ccccc1)N1CCN(CC(O)COc2cccc3ccccc23)CC1 (configuration not stated)
    0	-0.4	-4	1	7	-1	9	-1	3	4	0.2
- CCC(=O)c1cn(CCOc2ccccc2OC)c2ccccc12
    -5	-0.5	1	-11	-4	15	5	13	?	1	0.2
- CCN(CC)C(=O)C1=C(C)N(Cc2ccccc2)C(=O)C(CC(=O)NCc2ccco2)C1 (configuration not stated)
    /	-1.0	-1	-2	6	8	/	0	-5	-6	-0.2
- O=S(=O)(NCc1csc(-c2cccs2)n1)c1cccs1
    -3	1.2	0	4	-55	-33	-9	4	-5	-11	0.1
- O=C(CSc1cccc2cccnc12)Nc1cc(C(=O)O)cc(C(=O)O)c1
    4	0.6	1	0	16	14	6	-7	-5	-18	0.7
- CCOC(=O)CCNC(=O)N1CCCC(C(=O)c2cccc(OC(C)C)c2)C1 (configuration not stated)
    3	-0.2	0	-4	5	17	3	-4	-3	-6	0.1
- N#Cc1ccc(NC(=O)Cn2cnc(S(=O)(=O)N3CCCC3)c2)cc1
    3	0.1	-1	5	5	11	10	-3	-2	-19	0.3
- Cc1noc(C)c1S(=O)(=O)NC(=O)C1(C)CCN1C(=O)c1ccccc1CCc1ccccc1 (configuration not stated)
    /	0.5	2	-8	9	16	/	-5	-5	18	0.0
- CCOc1ccccc1OCCCC(=O)Nc1ccc(S(=O)(=O)Nc2cc(C)nc(C)n2)cc1
    /	-0.6	-11	-5	5	3	2	8	-6	-21	0.0
- Cc1ccsc1C(=O)Nc1ccc(O)c(-c2nc3ccccc3s2)c1
    17	0.0	4	-10	-119	-82	12	-1	-6	-50	0.0
- Cc1ccc(NC(=O)c2sc3ncn(CC(=O)N4CCOCC4)c(=O)c3c2C)c(Br)c1
    -1	-0.3	-7	6	-4	-33	-17	-1	-2	-41	0.0
- Cc1ccc(/C=N/Nc2ccccn2)s1
    2	-0.5	-11	-6	-217	-292	-101	6	-3	-82	0.1
- S=C(NCCc1ccccc1)Nc1ccc(Br)cn1
    4	-0.4	-2	-1	-111	-34	-12	-1	-20	-27	2.7
- CCCC(=O)NC(=S)Nc1ccc(C(C)=O)cc1
    1	-1.4	7	6	-109	-101	-45	-2	-4	-23	-0.1
- O=c1c2ccccc2ccc2ccccc12
    2	3.4	6	-8	-56	-29	-16	-2	-6	-6	0.1
- O=C(CCS(=O)(=O)c1cccs1)NC1CCCCCC1
    -2	2.0	-5	3	-136	-156	-50	0	-4	-92	-0.3
- O=C(O)/C(=N/NC(=O)c1ccc(Cl)cc1)c1ccccc1
    3	-0.4	-3	26	8	6	0	-10	-2	-14	-0.2
- Cc1ccc(NC(=O)CS(=O)CC(=O)NCCCc2ccccc2)cc1Cl (configuration not stated)
    3	0.4	-2	-6	7	23	7	0	-10	-6	-0.1
- COc1ccccc1C(=O)NC(CCSC)C(=O)OCC(=O)N1CCN(S(=O)(=O)c2ccc(C)cc2)CC1 (configuration not stated)
    /	0.5	3	0	11	-3	/	4	-6	-13	0.1
- Clc1ccc(-c2nnc(NC3=NCCCCC3)o2)cc1
    5	-3.6	2	8	24	8	12	1	-9	-28	-0.1
- CCNC(=O)Nc1cc(OC)c(OC)cc1C(=O)O
    -1	-0.1	12	0	6	4	8	3	-5	10	-0.1
- Cc1ccc(F)cc1-c1nc(NC(C)C)nc2cc(-c3ccccc3)sc12
    /	1.3	10	-5	-7	17	/	18	-5	-25	0.0
- OCCC1CN(Cc2cn[nH]c2C2CCCCC2)CCN1Cc1ccccc1 (configuration not stated)
    -4	0.6	0	-5	6	10	9	0	-6	13	-0.1
- CCOCCCNC(=S)N1CCC(C(=O)c2ccc3c(c2)OCCO3)CC1
    -2	-0.8	2	-5	15	16	5	-4	-3	-16	0.5
- CSc1ccc(S(=O)(=O)Nc2ccc(OCC(=O)N3CCOCC3)cc2)cc1
    -3	0.9	0	10	1	12	-12	-3	-3	-14	0.3
- CC(/C=C/c1ccco1)=N\NC(=O)c1cccc(Cl)c1
    -2	1.4	5	-3	-47	-55	-25	2	-2	-44	0.0
- O=C(CCC(=O)c1cccs1)Nc1nnc(C2CC2)s1
    0	-0.1	-14	-3	-12	-6	-4	-1	-4	-7	0.0
- ONC(=Nc1ccccc1)c1ccccc1Cl
    -1	-0.4	-19	-5	-11	6	-2	-1	/	-27	0.0
- Cc1cccc2sc(N3CCN(C(=O)c4cccs4)CC3)nc12
    4	-0.1	-1	0	-22	-3	-39	-1	-13	22	0.3
- CCCOc1c(Br)cc(C(N)=O)cc1OCC
    0	-2.7	15	-3	23	-6	-16	-1	-4	-35	-0.2
- CC1(C)Cc2noc(N)c2C(C)(C)N1O
    1	-1.4	-3	15	14	14	-1	21	-5	19	-0.2
- COc1ccc(N(CC(=O)N2CCC(Cc3ccccc3)CC2)S(C)(=O)=O)cc1
    2	-2.8	3	-6	14	9	5	10	-5	9	0.4
- COc1ccccc1C(=O)NC(=S)Nc1ccc(NC(=O)c2cccs2)cc1
    2	-0.2	-10	17	11	-14	-7	5	-15	-1	-0.1
- CCCn1c(NC(=O)CSCC(=O)Nc2cc(C)on2)nc2ccccc21
    3	0.1	15	-5	12	8	3	-5	-5	-18	0.0
- O=Cc1ccc(O)cc1O
    2	-0.8	/	?	-8	-15	9	1	/	-8	-0.1
- Cc1ccc(OCCSc2nnc(C)c(=O)n2N)cc1
    2	-0.6	-5	7	-22	-6	-11	-3	-4	-29	0.0
- COc1cc2nc(C3CCC3)nc(N3CCN(c4ccccn4)CC3)c2cc1OC
    1	-2.4	-6	-21	16	31	-13	4	/	-13	-0.2
- COc1ccc(-c2cc3nc4n(c(=O)c3s2)CCC4)cc1
    3	-2.1	1	3	15	59*	51	-2	-8	-103	0.2
- N#Cc1c(-c2ccc(Cl)cc2)ccn2nc(CCC(=O)O)nc12
    2	-0.8	-2	12	7	7	-1	0	-4	6	0.4
- O=C(CC(Cc1ccccc1)C(=O)O)Nc1ccccc1 (configuration not stated)
    0	1.3	0	/	14	2	1	-5	-19	-15	-0.1
- CCC(=O)n1nc(-c2ccc(OC)cc2)nc1SC
    -1	-1.9	2	8	-116	-167	-29	-3	-6	-63	0.1
- CC(C)(C)C(=O)NC1(C(F)(F)F)NC(=O)N(Cc2ccccc2)C1=O (configuration not stated)
    -7	-0.9	-7	-1	18	10	-5	0	-21	2	0.0
